# Assay outcomes (PubChem)
# EphA4 KYL inhibition – EphA4 ligand-binding antagonists – biochemical, colorimetric, mouse EphA4, primary screen (AID 689); hit rate 0.1% among 62,000; EphA4-AP binding to KYL peptide, pNPP A405; higher % means a stronger effect; one-dose inhibition, % at 10 µM; IC50 in µM for titrated hits; in the data active = a potency from the dose series; inactive = the rest, 99 in 100 with inhibition below about 22%
# * marks the source's active call; other numbers are inactive results. This is a subset; the hit share may differ from the screen's.
SMILES,EphA4 KYL inhibition
CCCCN1C(=O)/C(=C/c2ccc(OC)cc2OC)SC1=S,6%
COC(=O)C1=C(O)CSC1=Nc1ccccc1,-6%
CCOC(=O)c1c(C)n(C)c2ccc(O)c(CN(C)C)c12,1%
CCC(C)NC(=O)CS(=O)Cc1nc(-c2cccc(C)c2)oc1C (stereo not drawn),0%
COc1cc(/C=C2\SC(=S)N(CC(C)C)C2=O)ccc1O,32%
Cc1ccccc1CN1C(=O)C2(OCCCO2)c2ccccc21,-12%
COc1cccc(NC(=O)c2cnsn2)c1,-5%
CCOC12NC(=O)CC(=O)N1C(c1ccccc1)=CS2 (stereo not drawn),1%
COC(=O)/C(=C/Nc1cccc2ccccc12)[N+](=O)[O-],2%
CCOc1ccc2[nH]c(=O)c(CN(CCc3ccccc3)C(=O)N3CCOCC3)cc2c1,-2%
CCC(Sc1nc2cc3c(cc2c(=O)n1Cc1ccco1)OCO3)C(=O)NCCOC (stereo not drawn),-5%
CCC(=O)Nc1cccc2c1C(=O)c1ccccc1C2=O,-6%
CC(C)Oc1ccc(C(=O)Nc2ccc(NC(=O)c3ccco3)c(Cl)c2)cc1,-3%
CC(=O)Nc1ccc(NC(=O)CSC2=NCCS2)cc1,-8%
COc1cccc(C2C=C(c3ccc(OC)cc3OC)Nc3nnnn32)c1 (stereo not drawn),-3%
COC(=O)C1=C(C)NC(=O)N(C(C)=O)C1c1cccs1 (stereo not drawn),4%
CCOC(=O)c1cnc2c(N=Nc3cccc(Cl)c3)c(N)nn2c1N,-3%
Cc1cccc(N2C(=O)c3cccnc3C2=O)c1,6%
O=C(O)/C=C/C(=O)Nc1ccc(C2(c3ccc(NC(=O)/C=C/C(=O)O)cc3)c3ccccc3-c3ccccc32)cc1,24%
COc1ccc(C(=O)Cn2nnc(-c3ccccc3F)n2)cc1,-2%

# 3 compounds already listed, sorted by the number in EphA4 KYL inhibition, descending.
SMILES,EphA4 KYL inhibition
CCOC(=O)c1c(C)n(C)c2ccc(O)c(CN(C)C)c12,1%
CCC(Sc1nc2cc3c(cc2c(=O)n1Cc1ccco1)OCO3)C(=O)NCCOC (stereo not drawn),-5%
COC(=O)C1=C(O)CSC1=Nc1ccccc1,-6%

# Remaining list, next part:
SMILES,EphA4 KYL inhibition
Cc1cnc(NC(=O)CSc2nnc(CNc3ccc(F)cc3)n2CC2CCCO2)s1 (stereo not drawn),2%
O=C(Cc1ccccc1)NCC(=O)OCC(=O)c1ccc(OC(=O)c2ccccc2)cc1,-4%
CC1=NN(C(=O)c2ccccc2Br)C(O)(c2cccnc2)C1 (stereo not drawn),-5%
COc1ccc(-c2nc(-c3ccccc3)c(-c3cc([N+](=O)[O-])ccc3C)[nH]2)c(OC)c1,-8%
O=C(c1ccccc1S(=O)(=O)NCc1ccccc1)N1CCCC1,-8%
Cc1c(C(=O)N2CCN(c3ccc([N+](=O)[O-])cc3)CC2)oc2ccccc12,-2%
CCOC(=O)C1CN(S(=O)(=O)c2ccc(OC)cc2)c2cc(CC(=O)OC)ccc2O1 (stereo not drawn),-4%
COC(=O)c1cc(Br)c(=O)n(CCN2CCCC2)c1,7%
CCCc1cc(=O)[nH]c(SCC(=O)N(C)CC(=O)Nc2ccccc2CC)n1,-13%
COc1cccc(NC2=NS(=O)(=O)c3cc([N+](=O)[O-])ccc32)c1,1%
COc1cccc(C(=O)Nc2ccc(C(=O)O)cc2)c1,0%
COC(=O)c1cccc(NS(=O)(=O)c2ccc(NC(C)=O)cc2)c1C,-3%
CCCCn1c(SCC(=O)Nc2cc(NC(=O)c3ccco3)ccc2C)nc2ccccc2c1=O,3%
O=C(/C=C/c1ccccc1)Nc1ncn[nH]1,2%
Cc1sc2ncnc(SCC(=O)N3CCC(c4noc5ccc(F)cc45)CC3)c2c1C,-6%
CCOc1cc(C2NN=C(c3ccccc3)S2)ccc1OCc1ccccc1Cl (stereo not drawn),5%
CCC(C(=O)Nc1cccc(Br)c1)c1ccccc1 (stereo not drawn),-1%
CCc1cccc(CC)c1N(COC)C(=O)Cn1c(CO)nc2ccccc21,-19%
COc1cc(/C=C2\C(=O)N(c3cccc(C(=O)O)c3)N=C2C)cc([N+](=O)[O-])c1O,-2%
CC(=O)c1ccc(OCC(O)CN2C(C)CCCC2C)cc1 (stereo not drawn),-2%

# In the list so far, these have fluorine:
SMILES,EphA4 KYL inhibition
COc1ccc(C(=O)Cn2nnc(-c3ccccc3F)n2)cc1,-2%
Cc1cnc(NC(=O)CSc2nnc(CNc3ccc(F)cc3)n2CC2CCCO2)s1 (stereo not drawn),2%
Cc1sc2ncnc(SCC(=O)N3CCC(c4noc5ccc(F)cc45)CC3)c2c1C,-6%

# Next section
SMILES,EphA4 KYL inhibition
COc1ccc(C(=O)Nc2cc(C(F)(F)F)ccc2Cl)cc1,3%
O=C(NCC1CCCO1)C1C2C=CC3(CN(Cc4cccs4)C(=O)C13)O2 (stereo not drawn),0%
Cc1cc(=S)[nH]c2c(C)cccc12,-20%
O=C1NC(=S)N/C1=C/c1ccc(OCc2cccc(C(=O)O)c2)cc1,2%
c1ccc2sc(N3CCOCC3)nc2c1,-14%
COCCNC(=S)N1C2CCC1CC(NC(=O)NC13CC4CC(CC(C4)C1)C3)C2 (stereo not drawn),-7%
CCCCn1nnnc1SCC(=O)Nc1sc2c(c1C#N)CCCC2,-2%
CCSc1nc2sc3c(c2c(=O)n1CC)CC(C)(C)OC3,-7%
C=CCn1c(SCC(=O)Nc2cccc3ccccc23)nnc1-c1cnccn1,-16%
CCOn1c(=O)c(=O)n(OCC)c2ccccc21,10%
CC1=C(C(=O)OCC(C)C)C23C(=O)c4ccccc4C2(O1)OC(N)=C3C#N (stereo not drawn),-1%
CCCc1cc(=O)[nH]c(SCc2ccccc2Cl)n1,5%
Cc1ccc(C(=O)C2=C(O)C(=O)N(CCCn3ccnc3)C2c2ccc(OC(C)C)cc2)o1 (stereo not drawn),-12%
Cc1ccc2[nH]c3c(c2c1)CN(C(=O)CN1c2ccc(F)cc2CCC1C)CC3 (stereo not drawn),-22%
COc1ccc(S(=O)(=O)Nc2cc(C)ccc2OC)cc1Br,8%
COC(=O)c1ccccc1NC(=O)CN1CCOCC1,-9%
c1ccc(N2CC[N+]3(CCCC3)CC2)nc1,-11%
O=C1NC(=O)/C(=C/c2ccccc2[N+](=O)[O-])S1,3%
COc1ccc(CCNC(=O)C2CC2)cc1OC,1%
Cc1ccc(C(=O)c2nc3c(n2O)CCCC3)cc1,2%
Cc1cccc2cc(CN(CC3CCCO3)C(c3nnnn3Cc3ccco3)C(C)C)c(=O)[nH]c12 (stereo not drawn),-11%
COc1ccc(NC(=O)CSc2nnc(C3CCCCC3)n2-c2ccccc2)cc1,-14%
Cc1onc(-c2ccccc2Cl)c1C(=O)Nc1nnc(Cc2ccc(Cl)cc2)s1,-13%
O=C(Cn1cc2c(n1)CCCCC2)NC1CCN(Cc2ccccc2)CC1,-4%
CCC(C)C(=O)Nc1nc(C)c(-c2csc(Nc3ccccc3OC)n2)s1 (stereo not drawn),-1%
CCc1c(C)c2c(C)[nH]nc2oc1=O,0%
COc1ccc(CCNC(=O)CCCCn2c(=O)[nH]c3ccccc3c2=O)cc1OC,16%
COC(=O)c1ccc(N2CCC(C)CC2)c(N)c1,-12%
CC/C(=N\NC(=O)CSCc1ccc(Cl)cc1)c1ccc2c(c1)OCCO2,-1%
Cc1cccc2cc(CN(Cc3cccs3)Cc3nnnn3Cc3ccccc3)c(=O)[nH]c12,6%
Cc1ccc(Cl)cc1N1CCN(C(=O)Cn2ccc3ccccc3c2=O)CC1,-7%
CC(C)C(=O)Nc1cccc(C(=O)Nc2ccc3c(c2)OCO3)c1,-13%
CN(C)CCn1c(=O)n(Cc2ccco2)c(=O)c2c3c(sc21)CCCCC3,-22%
CCOCCCNc1nc2c(c(=O)n(C)c(=O)n2C)n1CCCc1ccccc1,-4%
c1csc(CNc2ccc(-c3nc4ccccc4s3)cc2)c1,19%
Cn1c(/C(C#N)=C2/CCCCCN2)nc2ccccc21,-6%
CCOC(=O)C1(S(=O)(=O)c2ccc(Cl)cc2)CCN(Cc2ccccc2)CC1,-4%
Cn1c(NCCCN2CCOCC2)nc2c1c(=O)n(Cc1ccc(Cl)cc1Cl)c(=O)n2C,-37%
CC1=NN(c2ccc(S(N)(=O)=O)cc2)C(=O)/C1=C\c1ccc(-c2ccc(Cl)cc2)o1,0%
CCc1c(C)nc(N)n2c(SCC(=O)Nc3ccccc3OC)nnc12,2%
COc1ccc(N2C(=O)c3ccccc3NC2c2ccccc2F)cc1 (stereo not drawn),-6%
Cn1cccc1C(=O)OCc1cc(Cl)cc2c1OCOC2,2%
CCC1=NN(C(=O)c2ccncc2)C(O)(c2ccc(Br)cc2)C1 (stereo not drawn),4%
COC(=O)CSc1nnc(SCc2ccccc2)s1,-8%
CCOc1cc(/C=N/O)ccc1OS(=O)(=O)c1ccc(C)cc1,-7%
O=C(COc1ccc(Cl)cc1Br)NCc1ccc2c(c1)OCO2,6%
O=c1c2ccccc2nnn1CSc1nnc(-c2cccnc2)n1-c1ccccc1F,5%
COc1ccc(CNC(=O)C(=O)NCC2CCCO2)cc1 (stereo not drawn),-2%
CCN1C(=O)/C(=C2\SC(=S)N(NC(=O)c3ccccc3Cl)C2=O)c2ccccc21,28%
Cc1cc(SCC(=O)Nc2ccccc2C)nc(C)n1,-6%
CCCOc1c(OC)cccc1C1CC(=O)Nc2cc3c(cc21)OCCO3 (stereo not drawn),36%
CCOC(=O)Nc1ccc2c(c1)OCO2,-8%
C=CCNC(=O)CSc1nc2cc(C(=O)OCC)ccc2n1CC,0%
CCCC(=O)Nc1ccc(O)c(-c2nc3cc(C)ccc3o2)c1,7%
O=C(C1Cc2ccccc2O1)N1CCCCC1 (stereo not drawn),2%
Cc1ccc(NC(=O)CSc2nnc(Cn3cnc4ccccc43)o2)c(C)c1,-1%
COc1cc(/C=C2\C(=O)N(c3ccc(S(N)(=O)=O)cc3)N=C2C)cc(Cl)c1O,-19%
O=C1c2cnccc2CN1Cc1ccccc1,-11%
CCOc1ccc(NC(=O)[C@@H](NC(=O)c2ccccc2)[C@@H](C)CC)cc1,-4%
CCOc1ccc(S(=O)(=O)Nc2ccc(C(=O)N/N=C(\C)c3ccc(-n4ccnc4)cc3)cc2)cc1,-2%
# Next part.
SMILES,EphA4 KYL inhibition
O=C(NCc1cccc(Cl)c1)c1cccc(C(F)(F)F)c1,-3%
CCN(c1ccccc1)S(=O)(=O)c1ccc(C(=O)Nc2nccs2)cc1,3%
Cc1cccc(N2CCN(C(=O)CN3CCOc4ccccc43)CC2C)c1 (stereo not drawn),7%
CC1CC(C)CN(c2ccc(C(=O)OCC(=O)NC3CCCc4ccccc43)cc2[N+](=O)[O-])C1 (stereo not drawn),-12%
O=C(CNC(=O)c1cccs1)NCC(=O)OCc1cccc(Cl)c1,-9%
CCC(=O)Nc1cccc(NC(=S)NC(=O)c2ccccc2Cl)c1,-14%
COc1ccc(OC)c(NS(=O)(=O)c2ccc(NC(C)=O)cc2)c1,-12%
CC(C)(C)c1nn(-c2ccccc2)c2[nH]c(=O)c(CNCc3ccco3)cc12,-2%
COCCNC(=O)c1onc(CSc2ccccc2)c1C(=O)O,-6%
C=CCN1C(=NC(=O)CCC)SC2CS(=O)(=O)CC21 (stereo not drawn),-10%
Cc1nn(Cc2ccccc2Cl)c(C)c1NC(=O)/C=C/c1cnn(C)c1,0%
Fc1ccc(-c2ccnc3nc(N4CCOCC4)nn23)cc1,-1%
CNC(=O)c1ccc(N(Cc2ccccc2C)S(C)(=O)=O)cc1,-8%
Cn1c(=O)c2c(ncn2CC(=O)Nc2nc(-c3ccccc3)cs2)n(C)c1=O,0%
Cc1ncn(C23CC4CC(CC(O)(C4)C2)C3)n1,-9%
O=C(Nc1sc2c(c1C(=O)O)CCCC2)c1cccs1,13%
CN(C)P(=NC(=O)COc1ccc(Cl)cc1Cl)(N(C)C)N(C)C,-7%
O=C1C=C(OCc2ccccc2)CN1,-8%
O=C(CCSCc1ccccc1Cl)N1CCN(c2ccccn2)CC1,1%
Cc1ccccc1-c1noc(C23CC4CC(CC(C4)C2)C3)n1,-17%

# In another format: entries from further up.
SMILES	EphA4 KYL inhibition
CCOC(=O)c1cnc2c(N=Nc3cccc(Cl)c3)c(N)nn2c1N	-3%
Cc1cccc(N2C(=O)c3cccnc3C2=O)c1	6%
O=C(O)/C=C/C(=O)Nc1ccc(C2(c3ccc(NC(=O)/C=C/C(=O)O)cc3)c3ccccc3-c3ccccc32)cc1	24%

# Continuation:
SMILES,EphA4 KYL inhibition
COc1ccc(OC)c2c1sc(=NC(=O)C(C)C)n2C,-11%
CC1(C)CC(=O)C(C(c2ccncc2)C2C(=O)CC(C)(C)CC2=O)C(=O)C1,-12%
CCn1c(SCC(=O)Nc2nc3c(s2)CCCC3)nc2c1c(=O)n(C)c(=O)n2C,6%
COc1ccc(CCn2nnnc2C(CC(C)C)N2CCN(c3ncccn3)CC2)cc1OC (stereo not drawn),-3%
Cc1ccc(Cl)cc1NC(=O)Cn1cccc1,-10%
CCCOc1ccc(Cc2nn3c(=O)/c(=C/c4ccco4)sc3nc2=O)cc1,-6%
CC(C)(CO)Nc1ccc([N+](=O)[O-])cc1[N+](=O)[O-],0%
O=C(NCc1ccco1)Nc1ccc(Br)cc1,-13%

# Some of the entries so far, with bars between the fields.
SMILES | EphA4 KYL inhibition
CC1(C)CC(=O)C(C(c2ccncc2)C2C(=O)CC(C)(C)CC2=O)C(=O)C1 | -12%
CCn1c(SCC(=O)Nc2nc3c(s2)CCCC3)nc2c1c(=O)n(C)c(=O)n2C | 6%
COc1ccc(CCn2nnnc2C(CC(C)C)N2CCN(c3ncccn3)CC2)cc1OC (stereo not drawn) | -3%
Cc1ccc(Cl)cc1NC(=O)Cn1cccc1 | -10%
CCCOc1ccc(Cc2nn3c(=O)/c(=C/c4ccco4)sc3nc2=O)cc1 | -6%
